Yeast eIF2B: GCN4-lacZ reporter reduction in eIF2B-epsilon mutant yeast, primary screen, S. cerevisiae, eIF2B-epsilon R284H, Beta-Glo luminescence; inhibition, % at 25 µM (by protocol); 27,000 tested, 0.91% active;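 active means mutant luminescence inhibited past about 50% while wild type luminescence and mutant growth stay under set limits, limit read from the data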; further: some compounds called inactive have numbers as strong as hits
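Material – yeast eIF2B-epsilon R284H mutant carrying GCN4–beta-galactosidase fusion · Medium – YPD yeast growth medium · Compound – one concentration, 25 µM, 0.25% DMSO · Times – 16 h at 30 °C exposure · Signal – Beta-Glo luminescence plus absorbance at 595 nm · Read-out – % inhibition of reporter signal and growth versus controls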
Yeast growth tox: yeast growth toxicity, wild-type and mutant, primary screen, cytotoxicity control for eIF2B function restoration project, wild-type and eIF2Bepsilon R284H mutant, A595. growth inhibition, % at 25 µM (by protocol). AID 685, 2007. S. cerevisiae wild-type growth, A595 turbidity, 16 h. 30,000 tested, 0.3% active;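 active means mutant and wild-type yeast strains alike exhibit over 30% growth inhibition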;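 further: 0% = untreated cell controls and 100% = YPD media blanks without cells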
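System – wild-type and eIF2Bepsilon-R284H mutant S. cerevisiae, screened separately · Measured by – absorbance at 595 nm (turbidity) · Timing – 16 h compound exposure during growth at 30 °C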
Yeast growth tox inhibition %: second read-out of Yeast growth tox, no call of its own (marks repeat the call); growth inhibition, %; S. cerevisiae eIF2Bepsilon-R284H mutant growth, A595 turbidity, 16 h;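 each compound tested once at 25 µM; 0% equals untreated cells and 100% equals cell-free medium blanks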
Yeast eIF2B mutant toxicity: second read-out of Yeast eIF2B, no call of its own (marks repeat the call); growth inhibition, %; measured here: mutant yeast growth, toxicity;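 each compound tested once at 25 µM; zero equals untreated control growth and 100 equals blank medium absorbance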
* marks the source's active call; other numbers are inactive results; . = not tested or not shown.

Start of the data: the first seven entries, to show the layout:
Second line of a record: Yeast eIF2B	Yeast eIF2B mutant toxicity	Yeast growth tox	Yeast growth tox inhibition %
- O=C1Nc2ccccc2CCC1Sc1nnc(-c2ccc(Cl)cc2)s1 (stereo not drawn)
  .	.	14	-30
- COc1ccc(S(=O)(=O)N2CCCC(C(=O)NCc3ccncc3)C2)cc1Cl (stereo not drawn)
  7	7	14	7
- COc1cccc(C2/C(=C(\O)c3c(C)nc4c(C)cccn34)C(=O)C(=O)N2CCCN(C)C)c1OC (stereo not drawn)
  13	11	1	11
- CC(C)Oc1ccc(CNC(=S)N/N=C/c2ccc([N+](=O)[O-])cc2)cc1
  19	3	3	3
- CCOc1ccc(C(CC(=O)O)NC(=O)c2cccs2)cc1 (stereo not drawn)
  -11	15	16	15
- Cc1nc2ncnn2c(C)c1CCC(=O)NCCCN1CCN(c2cccc(Cl)c2)CC1
  26	9	-6	9
- CCn1nc(C)c(/C=N/NC(=O)c2ccoc2C)c1C
  .	.	8	5

Main list, from the first entry:
Second line of a record: Yeast eIF2B	Yeast eIF2B mutant toxicity	Yeast growth tox	Yeast growth tox inhibition %
- O=C1Nc2ccccc2CCC1Sc1nnc(-c2ccc(Cl)cc2)s1 (stereo not drawn)
  .	.	14	-30
- COc1ccc(S(=O)(=O)N2CCCC(C(=O)NCc3ccncc3)C2)cc1Cl (stereo not drawn)
  7	7	14	7
- COc1cccc(C2/C(=C(\O)c3c(C)nc4c(C)cccn34)C(=O)C(=O)N2CCCN(C)C)c1OC (stereo not drawn)
  13	11	1	11
- CC(C)Oc1ccc(CNC(=S)N/N=C/c2ccc([N+](=O)[O-])cc2)cc1
  19	3	3	3
- CCOc1ccc(C(CC(=O)O)NC(=O)c2cccs2)cc1 (stereo not drawn)
  -11	15	16	15
- Cc1nc2ncnn2c(C)c1CCC(=O)NCCCN1CCN(c2cccc(Cl)c2)CC1
  26	9	-6	9
- CCn1nc(C)c(/C=N/NC(=O)c2ccoc2C)c1C
  .	.	8	5
- CCCC(=O)N1c2ccccc2[C@@H](N(C(C)=O)c2ccccc2)C[C@H]1C
  21	-5	1	-5
- CCCCNS(=O)(=O)c1cccc(S(=O)(=O)N2CCCC2)c1
  53*	.	-9	-3
- CC(C)(C)c1ccc(S(=O)(=O)N2CC(=O)Nc3ccccc32)cc1
  36	15	15	15
- CCCn1c(=S)[nH]c2cc(C(=O)N3CCCC(C(=O)OCC)C3)ccc2c1=O (stereo not drawn)
  19	-23	-1	-23
- COc1cccc2cc(C(=O)N3C(C)CCCC3C)c(=O)oc12 (stereo not drawn)
  .	.	21	-7
- CCOC(=O)CSc1nc2c(c(=O)[nH]c(=O)n2C)n1C/C=C(/C)Cl
  22	-5	2	-5
- COc1ccc(OC)c(NC(=O)CSC2=C(C#N)C(c3ccco3)C3=C(CCCC3=O)N2)c1 (stereo not drawn)
  6	-7	1	-7
- COCCCNC(=O)CC(NS(=O)(=O)c1ccc(OC)cc1)c1ccc(OC)cc1 (stereo not drawn)
  16	17	13	17
- CCn1c(SCc2nc3ccccc3s2)nc2cc(S(=O)(=O)N3CCOCC3)ccc21
  -2	7	-4	7
- CC(C)(C)OC(=O)N1CCOCCOCCNCCOCCOCC1
  14	-8	16	-8
- CCOC(=O)C(CCC#N)(CCC#N)C(=O)OCC
  27	-10	3	-10
- Cc1noc(C)c1S(=O)(=O)N1CCCC(C(=O)NCCc2ccccc2)C1 (stereo not drawn)
  15	-6	3	-6
- CCCCOC(=O)CCc1c(C)[nH]c(=S)[nH]c1=O
  11	-19	13	-19
- O=S(=O)(c1ccc(Oc2ccc3oc4ccccc4c3c2)nc1)N1CCCC1
  -19	.	-38	0
- Cc1nnc(NC(=O)CCC(=O)NCc2ccco2)s1
  26	11	-1	11
- O=C(c1cccs1)N1CCCC(c2ccccc2)C1 (stereo not drawn)
  4	.	-12	0
- CCC(C(=O)Nc1nccs1)(C(F)(F)F)C(F)(F)F
  19	14	31	14
- OCCOCCNc1ncnc2sc(-c3ccccc3)cc12
  11	19	2	19
- Cc1ccc(N2CCN(C(=O)CN3C(=O)c4ccccc4C3=O)CC2)cc1
  5	14	-3	14
- CCOC(=O)c1ccccc1NC(=O)COC
  -23	-4	-5	-4
- Cc1cc(=O)oc2ccc(OCC(=O)NCc3ccco3)cc12
  .	.	-14	2
- Nc1c(C(=O)Nc2ccccc2)sc2nc(-c3ccco3)ccc12
  30	-19	8	-19
- CN(C)CCCNC(=O)c1ccccn1
  4	.	1	0
- CCSC1=C(C#N)C(c2cccc(OC)c2)CC(=O)N1 (stereo not drawn)
  -1	.	.	.
- CN(C)C(=O)c1cc(S(=O)(=O)N(C)C)c(Cl)cc1N1CCCC1
  -5	4	12	4
- O=C(CCn1nnc2ccccc21)Nc1nnc(COc2ccc(F)cc2)s1
  -19	4	-1	4
- Cc1ccc2cc(CN(Cc3ccco3)C(=O)NC3CCCCC3)c(=O)[nH]c2c1C
  -15	4	1	4
- c1ccc2c(c1)nc1sccn12
  10	10	-4	10
- CCOC(=O)C1CCN(C(=O)COC(=O)COc2ccccc2OC)CC1
  18	5	-12	5
- COC(=O)c1cn(Nc2ncc(C(F)(F)F)cc2Cl)c(=O)c2ccccc12
  14	6	7	6
- COC(=O)c1[nH]c2cc(OC)ccc2c1NC(=O)CCN1CCN(c2ccccc2)CC1
  10	.	-1	0
- CC(C)(C)N(C(=O)Cn1nnc(-c2ccc(F)cc2)n1)C(C(=O)NC1CCCC1)c1ccncc1 (stereo not drawn)
  13	-23	-15	-23
- Cc1cc(-c2ccccc2N)n[nH]1
  29	8	9	8
- CCOc1ncccc1C(=O)Oc1ccc2c(c1)OCO2
  -18	11	8	11
- O=C(CCSc1nc(-c2ccco2)cc(C(F)(F)F)n1)N1CCN(c2ccccn2)CC1
  -10	4	-12	4
- CN(C)C(=O)CNC(=O)C1CCCCC1
  19	-20	4	-20
- O=C(Nc1ccccc1C(=O)N1CCCC1)c1ccccc1
  22	8	3	8
- COc1cc2nc(-c3ccccc3)nc(N3CCCC3)c2cc1OC
  3	9	7	9
- O=C(O)c1c2c(nc3ccc(F)cc13)CCC2
  49	32	11	32
- COCCNS(=O)(=O)c1ccccc1
  19	3	3	3
- Cc1cc(C)c(C#N)c(SCc2ccc3c(c2)OCO3)n1
  10	4	17	4
- Cc1ccc(OCCn2c(NC(=O)c3ccco3)nc3ccccc32)cc1
  7	-5	-45	-5
- Cc1nn(C)cc1CNC(=O)c1cnn2c1NC(c1ccc(Br)cc1)CC2C(F)(F)F (stereo not drawn)
  13	4	-12	4

(more compounds)
Second line of a record: Yeast eIF2B	Yeast eIF2B mutant toxicity	Yeast growth tox	Yeast growth tox inhibition %
- c1ccc2c(N3CCOCC3)nc(-c3ccncc3)nc2c1
  41	24	-5	24
- CC(C)C1Oc2ccccc2N(CC(=O)N(Cc2ccccn2)CC2CCCO2)C1=O (stereo not drawn)
  59*	.	-2	2
- CC(C)OCCCNS(=O)(=O)c1ccc2ccccc2c1
  15	6	8	6
- O=C(c1ccc(Br)s1)N1CCN(C/C=C/c2ccccc2)CC1
  .	.	7	0
- CCOC(=O)C1CCN(C(=O)C23CC4CC(CC(C4)C2)C3)CC1
  17	5	10	5
- CC1(C)Cc2nc(N)c(=O)sc2C1
  25	-12	-26	-12
- CCC(=O)NC(Nc1cccc(C)n1)(C(F)(F)F)C(F)(F)F
  0	-19	2	-19
- CCOC(=O)c1c(C)n(C(=O)c2ccco2)c(=O)n1C(=O)c1ccco1
  9	-3	-10	-3
- Cc1cc(C(=O)O)cc(S(=O)(=O)N2CCOCC2)c1C
  18	.	3	0
- CCOc1ccc(-c2nnn(CC(=O)NCc3ccco3)n2)cc1
  1	-18	-13	-18
- CN1CC(c2ccccn2)C2(SC(=S)N(Cc3ccccc3)C2=O)C12C(=O)Nc1ccccc12 (stereo not drawn)
  22	.	12	0
- CC(=O)Nc1nnc(Cc2ccccc2)s1
  -8	-10	16	-10
- Cc1nnc(SCCn2c(N3CCN(C)CC3)nc3c2c(=O)n(C)c(=O)n3C)s1
  13	8	8	8
- CC1CCCCC12NC(=O)N(CC(=O)c1ccc[nH]1)C2=O (stereo not drawn)
  -3	7	-4	7
- Cc1cc(OCc2nn[nH]n2)c2c(-c3ccccc3)cc(=O)oc2c1
  -2	-15	-6	-15
- Cc1nnc(SCC(=O)NCC2CCCCC2)n(N)c1=O
  .	.	10	12
- COC(=O)c1sc2nc(N3CCCCC3)c3c(c2c1N)CC(C)(C)N(C)C3
  -1	-5	11	-5
- COCc1nnc(NC(=O)c2ccc(S(=O)(=O)N(C)C3CCCCC3)cc2)o1
  -1	2	3	2
- CCC/S(CC1CC1(Cl)Cl)=N\S(=O)(=O)c1ccc(C)cc1 (stereo not drawn)
  .	.	11	17
- COc1ccc(OC)c(S(=O)(=O)N2CCC(C(=O)N3CCc4ccccc4C3)CC2)c1
  .	.	-29	0
- CCCCCOc1ccc(CSc2ncn[nH]2)cc1
  33	-4	14	-4
- CCCC(=O)C1C(=O)CC(C)(C)C(c2cc(C)no2)C1=O (stereo not drawn)
  -14	.	-4	0
- COc1ccc(CC(=O)N2CCN(c3ccccn3)CC2)cc1
  -11	.	11	0
- CC(C)c1ccc2oc(-c3ccc(NC(=O)c4ncn[nH]4)cc3)nc2c1
  8	.	.	.
- CCN1C(=O)c2cccc3cccc1c23
  17	21	24	21
- Cc1ccc(/C(O)=C2/C(=O)C(=O)N(CCN3CCOCC3)C2c2cccs2)cc1 (stereo not drawn)
  32	19	19	19
- CCOc1cc(C2CC(=O)NC3=C2C(=O)C(C(=O)OC)C(C)C3)cc(Br)c1O (stereo not drawn)
  -11	-5	7	-5
- COc1cccc(CN(CC2CCCO2)S(=O)(=O)c2ccc(S(=O)(=O)N(C)C)cc2)c1 (stereo not drawn)
  .	.	3	10
- CN(C)C(=O)c1ccccc1-c1ccccc1
  9	4	2	4
- CCn1c(SCc2nc3ccccc3[nH]2)nnc1-c1ccc(OC)cc1
  13	-27	8	-27
- COCCNC(=O)Cn1cc(C(=O)c2cccs2)c2ccccc21
  -7	.	.	.
- Cc1ccc(S(=O)(=O)N2CCSC2C(=O)O)cc1 (stereo not drawn)
  23	4	-9	4
- Cc1oc(-c2ccc(Cl)cc2)nc1CN1CCC(C(=O)NCc2cccs2)CC1
  24	21	8	21
- CCCCCCCCSc1nnc(-c2ccc(OC)cc2)o1
  2	8	-10	8
- COc1ccc(-n2nnnc2SCC(=O)N2CCCC2)cc1OC
  20	-18	10	-18
- Cc1ccc(OCC(O)Cn2c(=N)n(CCN3CCOCC3)c3ccccc32)cc1 (stereo not drawn)
  16	-7	-21	-7
- Cc1cc(OC(=O)c2ccco2)c2c(C)cc(=O)oc2c1
  .	.	20	8
- CCOC(=O)c1cnn2c(C(F)(F)F)cc(-c3ccco3)nc12
  -6	-5	0	-5
- Cc1ccc(-n2c(-c3ccccc3)n[nH]c2=S)cc1
  -13	-7	14	-7
- CCC(=O)Nc1ccc2nc(C)n(Cc3ccccc3Cl)c(=O)c2c1
  3	-21	27	-21
- Cc1ccc(NC(=O)CSCCc2ccccn2)nc1
  1	11	11	11
- COc1cc(NS(=O)(=O)c2ccc(NC(C)=O)cc2)nc(OC)n1
  .	.	8	7
- C=C(C)CC1Nc2ccccc2NC1CC(=C)C (stereo not drawn)
  -27	-27	21	-27
- CCOCCCNC(=O)C(c1ccc(Cl)cc1)N1CCC2(CC1)OCCO2 (stereo not drawn)
  18	15	0	15
- CCC/C(O)=C1\C(=O)CCCC1=NCCCCCC(=O)O
  10	-5	-5	-5
- CC(C)(C)c1ccc(S(=O)(=O)N2CCC(c3nc4ccc(Cl)cc4[nH]3)CC2)cc1
  -23	22	-1	22
- CCCn1c(=S)[nH]c2cc(C(=O)N3CCN(c4ccccc4OC)CC3)ccc2c1=O
  0	-17	-48	-17
- CCc1ccc2oc(C(=O)NCc3ccncc3)c(C)c2c1
  -6	3	11	3
- c1csc(C(c2nnnn2C2CCCC2)N2CCCC3(CCCCC3)C2)c1 (stereo not drawn)
  .	.	-4	11
- CCN1C(=O)CC(N2CCN(c3ccc(C(=O)c4ccccc4)cc3)CC2)C1=O (stereo not drawn)
  -20	-4	1	-4

The results go on.
Second line of a record: Yeast eIF2B	Yeast eIF2B mutant toxicity	Yeast growth tox	Yeast growth tox inhibition %
- CCC(C)[C@H](NC(=O)NCc1ccccc1)C(=O)O (stereo partly drawn)
  9	4	13	4
- Cn1c(NCc2ccco2)nc2c1c(=O)n(Cc1ccc(Cl)c(Cl)c1)c(=O)n2C
  50	-14	6	-14
- Cn1c(=O)c2nnn(/N=C(\c3ccccc3)C3CC3)c2n(C)c1=O
  -6	-6	7	-6
- O=C(c1ccccc1)n1ccc2ccccc21
  24	.	-4	0
- Cc1cc(C)n2nc(SCc3cc(=O)oc4cc(C)c(C)cc34)nc2n1
  .	.	5	12

Bioassay records (PubChem)

Only part of the results is shown (hit frequency here may not be typical).
